From PubChem
TEAD-YAP inh: TEAD-YAP interaction inhibition. HEK-TIYL cells, TEAD-Gal4/YAP UAS-luciferase luminescence. inhibition, % at 9.12 µM. actives 1.4% (n = 640,000). AID 1259422; in the data active = inhibition above about 32%;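 note: 0% = median of test compound wells and 100% = reference inhibitor wells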
FBW7 act: activators of human E3 ligase FBW7 | AlphaScreen FBW7–phospho-cyclin E peptide binding, activator screen | normalized activity (activation), % at 26.1 µM | actives 0.13% (n = 650,000) | AID 1259310; in the data active = normalized activity above about 1.9%;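 note: purified mutant Fbw7 with reduced substrate affinity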
GPR151 activ: activates the human receptor GPR151; activation, % at 11.2 µM; AID 1508602; PathHunter beta-arrestin GPR151 cells, luminescence; actives 1% (n = 650,000); in the data active = activation above about 4.9%;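 note: 0% = median of compound wells and 100% = cells with positive control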
Target sequence (Q8TDV0 whole entry, looked up): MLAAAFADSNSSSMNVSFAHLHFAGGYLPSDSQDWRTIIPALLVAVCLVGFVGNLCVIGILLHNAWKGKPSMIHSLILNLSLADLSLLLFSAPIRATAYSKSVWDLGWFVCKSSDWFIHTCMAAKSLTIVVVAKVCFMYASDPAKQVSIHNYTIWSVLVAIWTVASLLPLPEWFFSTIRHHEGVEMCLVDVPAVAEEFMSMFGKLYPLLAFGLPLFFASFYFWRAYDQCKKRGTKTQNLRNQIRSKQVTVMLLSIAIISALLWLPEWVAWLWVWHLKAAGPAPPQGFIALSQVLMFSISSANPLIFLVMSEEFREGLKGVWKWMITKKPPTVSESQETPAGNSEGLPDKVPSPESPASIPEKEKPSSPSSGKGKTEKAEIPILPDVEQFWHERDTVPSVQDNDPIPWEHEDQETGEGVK
MITF inh: inhibitors of human MITF | AlphaScreen MITF homodimerization, bead proximity signal | inhibition, % at 2.6 µM | actives 0.91% (n = 650,000); in the data active = inhibition above about 50%;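 note: 0% = vehicle wells with protein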
Target sequence (O75030 whole entry, looked up): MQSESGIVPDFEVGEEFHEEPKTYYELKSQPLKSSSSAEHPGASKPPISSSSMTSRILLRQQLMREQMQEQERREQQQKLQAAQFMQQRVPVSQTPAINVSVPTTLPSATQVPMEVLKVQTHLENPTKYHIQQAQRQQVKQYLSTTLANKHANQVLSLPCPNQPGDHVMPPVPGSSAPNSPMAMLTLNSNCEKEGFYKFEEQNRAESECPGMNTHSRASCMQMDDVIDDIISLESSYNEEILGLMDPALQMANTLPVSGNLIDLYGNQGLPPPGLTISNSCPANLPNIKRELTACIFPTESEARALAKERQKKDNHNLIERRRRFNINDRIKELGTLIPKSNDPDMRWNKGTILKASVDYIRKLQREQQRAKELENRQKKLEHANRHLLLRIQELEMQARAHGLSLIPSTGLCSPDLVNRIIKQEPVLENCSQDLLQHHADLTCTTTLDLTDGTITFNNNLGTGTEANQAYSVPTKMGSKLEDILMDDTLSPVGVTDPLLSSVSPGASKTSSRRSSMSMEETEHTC
The depositor's hits bear a star; & = joins results of further samples.

SMILES | TEAD-YAP inh | FBW7 act | GPR151 activ | MITF inh
NC(=O)C1CCN(C(=O)C2CCCN(c3ncnc4c3sc3cccc(F)c34)C2)CC1 (centres undefined) | -13.7 | -0.2 | 0.5 | -15.7
COC(=O)Cn1cnc2c(nnn2Cc2ccccc2F)c1=O | 5.4 | -0.1 | 0.8 | -2.4
CCOC(=O)C(CNC(=O)c1ccccc1)(Oc1ccc(C)cc1)C(=O)OCC | 10.9 | 0.3 | 1.5 | 14.1
C/C(CC(=O)Nc1ccc(F)cc1)=N\NC(=O)c1cccc(F)c1 | -29.6 | 0.3 | 0.1 | 10.0
O=C(Nc1cccc(I)c1)c1ccc2c(c1)C(=O)N(c1ccc(Sc3ccc([N+](=O)[O-])cc3)cc1)C2=O | -8.4 | 0.2 | 1.3 | 4.4
Cc1ccc(C)c(-n2c(N)c(C(N)=O)sc2=S)c1 | -4.4 | -0.1 | 1.0 | 1.9
Cn1c(COc2ccc3c(c2)OCO3)nnc1SCCC(=O)O | 8.6 | -0.1 | -1.4 | 11.5
CCn1cc(CNC(=O)C2C3CCC(C3)C2C(=O)O)cn1 (centres undefined) | -3.4 | -0.2 | -1.1 | -6.2
CCOC(=O)c1c(NC(=O)C2CC2)sc(C(=O)Nc2ccccc2OC)c1C | 8.3 | 0.2 | -0.1 | 5.8
CC1(C)CC(=O)C(C=NCCN2CCN(C(=O)c3ccccc3)CC2)=C(O)C1 | 13.9 | 0.1 | 1.6 | -9.3
CC(C)n1c(N2CCCCC2)nc2c1c(=O)n(C)c(=O)n2C | 8.8 | 0.0 | 0.7 | 0.1
CCOC(=O)C1=C(C)N=c2s/c(=C3\C(=O)N(C)c4ccccc43)c(=O)n2C1c1ccc(OC)c(OC)c1 (centres undefined) | 12.1 | -0.1 | 1.8 | -11.1
Cc1ccc(OCCn2c(-c3ccc(Br)cc3)nc3ccccc3c2=O)cc1C | -9.6 | 0.0 | 0.9 | 9.2
O=C(O)c1ccc2c(=O)n3c(nc2c1)/C(=C/c1ccc(Cl)c([N+](=O)[O-])c1)CC3 | 0.4 | 0.0 | -0.5 | 2.1
CCCc1cc(=O)[nH]c(NCc2ccco2)n1 | 8.5 | 0.0 | 2.3 | 0.7
O=S(=O)(NCc1ccc(Cl)cc1Cl)c1ccc2c(c1)OCCO2 | 10.8 | -0.1 | -0.8 | -6.4
O=C(Nc1ccc2nn(-c3ccccc3)nc2c1)C(Cl)(Cl)Cl | -11.2 | 0.1 | -2.1 | -0.6
O=c1c(Cc2cccc(Br)c2)c(O)nc(Nc2ccccc2)n1-c1ccccc1 | -0.8 | 0.6 | -1.0 | 10.1
Clc1cccc(-n2cc(-c3ccccc3)c3c(NC4CCCCC4)ncnc32)c1 | 3.4 | 0.1 | -1.6 | 0.2
O=C1c2cccnc2C(=O)N1Cc1ccc(S(=O)(=O)NC2CCCCCCC2)cc1 | -1.8 | 0.5 | -1.2 | 6.9
Cn1nc(C(C)(C)C)cc1C(=O)N[C@H]1C[C@H]2C(=O)N[C@H](CO)C(=O)N2C1 | 19.3 | -0.6 | -0.5 | 2.4
O=C(Nc1cccc(-c2nc3ncccc3o2)c1)C(c1ccccc1)c1ccccc1 | 4.1 | 0.9 | 0.0 | 11.5
COc1ccccc1C1/C(=C(\O)c2cc(C)ccc2C)C(=O)C(=O)N1CCCN(C)C (centres undefined) | 10.1 | 0.0 | -0.3 | 16.7
COc1cc(-c2nnc(SCC(N)=O)o2)cc(OC)c1OC | -2.8 | 0.0 | -1.4 | -1.6
CCCN1CN=C(Nc2nc(C)c3cc(C)ccc3n2)NC1 | -0.3 | 0.1 | -1.3 | -7.0
O=C(Nc1ccc(Cl)cc1)N[C@H]1C[C@H]2C(=O)N3CCC[C@@H]3C(=O)N2C1 | 0.4 | 0.8 | -1.1 | 11.8
Cc1nc2sc(C(=O)NCc3ccco3)c(C)c2c(=O)[nH]1 | -6.4 | 0.3 | -1.5 | 21.0
Cc1ccc(NC(=O)c2ccc([N+](=O)[O-])cc2Cl)c(Br)c1 | -16.6 | -0.1 | -1.4 | 15.9
CCCCNCc1cc(Cl)c(OCC(=O)NC(C)(C)C)c(OCC)c1 | 8.0 | 0.6 | 7.0* | -9.9
CCCOc1ccc(C(=O)OCCCN(CC)CC)c(O)c1 | -2.8 | -0.1 | -1.3 | 2.8
CCOc1cc([N+](=O)[O-])cc(/C=C2/C(=O)NC(=O)N(C)C2=O)c1O | 10.9 | -0.3 | 0.8 | 3.0
Cc1ccc(-c2cc(=O)c3cc(Cl)ccc3o2)cc1 | -59.5 | 0.0 | 4.0 | -9.3
COc1ccccc1-n1c(C)cn2c3c(=O)n(Cc4cccc(C)c4)c(=O)n(C)c3nc12 | 3.7 | -0.1 | 0.4 | 3.7
NC(=O)CSc1nnc(-c2cccs2)n1Cc1ccccc1 | 7.3 | 0.2 | -0.3 | 0.2
COc1ccc2cc(CN(Cc3ccc4c(c3)OCO4)C(C)=O)c(=O)[nH]c2c1 | 4.3 | 0.1 | -0.4 | 0.4
Cc1cc(C)nc(SCC(=O)Nc2nc(-c3ccccc3)cs2)n1 | -0.1 | 0.4 | 1.1 | 9.6
CC(=O)N1c2ccccc2NC2=C(C(=O)CCC2)C1c1ccc(Cl)c(Cl)c1 (centres undefined) | 0.7 | 0.1 | -0.1 | 5.9
COc1ccc2c(c1)OC(C)CN(CCC(=O)NCc1cc(F)ccc1C)C2 (centres undefined) | 11.6 | -0.1 | -0.1 | -7.0
NC(=O)c1ccccc1NC(=O)COc1ccc(-c2ccccc2)cc1 | -22.0 | -0.1 | -0.2 | 5.1
CCOc1cccc(C2NC(=S)NC(C)=C2C(=O)OC)c1OC (centres undefined) | -1.4 | 0.0 | 1.8 | 2.2
COC(=O)C1=C(C)NC2=C(C(=O)CC(c3ccc(OC)cc3)C2)C1c1ccccc1 (centres undefined) | -0.6&13.4 | -0.1&0.4 | 0.3&-0.9 | -11.9&14.0
Nc1nonc1/C(=N/O)N1CCN(c2ccc([N+](=O)[O-])c3cccnc23)CC1 | -5.2 | -0.1 | 0.3 | 0.4
Nn1c(-c2cc(Cl)ccc2Cl)n[nH]c1=S | 7.3 | -0.1 | 0.9 | -8.1
COc1ccc(C(=O)CSc2nc(CC(C)C)nc3c2c(=O)n(C)c(=O)n3C)cc1 | 2.8 | 0.1 | -0.2 | -10.2
Cc1cc(NC(=O)c2ccccc2NS(C)(=O)=O)ccc1Br | 2.3 | 0.0 | -0.9 | -1.3
O=C(COC(=O)c1cc(S(=O)(=O)N2CCCC2)ccc1O)Nc1ccc([N+](=O)[O-])cc1 | 5.7 | 0.0 | 1.0 | -1.6
Cc1nc2sc3c(c2c(=O)n1/N=C/c1ccc(O)cc1)CCCC3 | -3.3 | -0.1 | -0.7 | -10.0
Cc1ccc(Cl)c2sc(N(CC3CCCO3)C(=O)Cc3ccc4c(c3)OCO4)nc12 (centres undefined) | 1.8 | -0.1 | 0.6 | 2.0
Cc1[nH]nc(SCC(=O)NCc2cccnc2)c1[N+](=O)[O-] | -1.1 | -0.1 | -0.8 | 14.5
CCOc1ccc(C(=O)Nc2ccccc2N2CCCC2)cc1 | -13.6 | -0.5 | -1.0 | -1.3
CC(=O)NC(Cc1ccccc1)C(=O)NC1CCN(C(=O)Nc2cccc(F)c2)CC1 (centres undefined) | -10.4 | 0.2 | 1.7 | 8.9
COc1ccc(CN2C(=O)c3ccccc3C2=O)cc1 | -1.6 | -0.1 | 0.4 | -4.8
O=C(/C=C/c1ccccc1[N+](=O)[O-])Oc1ccc2c(c1)OCO2 | -5.5 | -0.1 | -1.1 | -0.5
COc1ccc(-c2ncc(C(=O)Nc3ccccc3)s2)cc1 | -37.3 | -0.1 | -3.4 | 6.2
O=C1CCN(C(=O)c2ccc(C(=O)c3ccccc3)cc2)CC1 | 1.0 | 0.0 | 0.1 | 0.1
C/C(Cl)=C/Cn1c(=O)n(C/C=C(/C)Cl)c(=O)n(C/C=C(/C)Cl)c1=O | -5.8 | 0.2 | 0.2 | 15.7
O=C(c1cc(F)cc(F)c1)N1CCc2nc(N3CCCC3)[nH]c(=O)c2C1 | -2.1 | 0.1 | 1.0 | 3.4
Cc1nc2cc(C(=O)NCc3ccco3)ccc2n1-c1ccc(F)cc1F | 2.0 | 0.0 | -1.3 | -5.5
CC1CCN(CCn2c(=S)[nH]c3cc4c(cc3c2=O)OCO4)CC1 | -3.4 | 0.0 | -0.5 | 1.2
Cc1cc(F)ccc1NC(=O)c1cnccn1 | 0.1 | 0.2 | -0.3 | -5.7

Remaining list, next part.
SMILES | TEAD-YAP inh | FBW7 act | GPR151 activ | MITF inh
COc1ccc(-n2c(=S)[nH]c3cc(C(=O)Nc4ccc5c(c4)CCC5)ccc3c2=O)cc1 | -5.2 | -0.1 | 0.6 | -16.0
COc1cc(C2C(C(=O)Nc3ccc(Br)cn3)=C(C)NC3=C2C(=O)CCC3)ccc1O (centres undefined) | -7.5 | 0.0 | 3.9 | -1.0
O=C(c1ccccc1)N(CCCO)CC(O)Cn1c2ccccc2c2ccccc21 (centres undefined) | 0.4 | 0.0 | 2.7 | 4.8
COc1ccccc1C(=O)N/C(=C/C=C/c1ccccc1)C(=O)Nc1ccc(C(C)=O)cc1 | 25.8 | 0.0 | 1.9 | -6.3
COc1cc(Nc2ncnc3c2nc(NC2CCN(Cc4ccccc4)CC2)n3C(C)C)cc(OC)c1OC | 5.6 | 0.0 | -0.4 | 1.1
O=C(CN(Cc1ccccc1)S(=O)(=O)c1ccc(Br)cc1)NCc1cccnc1 | -6.8 | 0.3 | 0.3 | 12.8
COC(=O)CCSC1CC(=O)N(c2ccccc2)C1=O (centres undefined) | 0.7 | 0.0 | 0.0 | -0.9
CN(C)C(=O)CSc1nnc(-c2ccc([N+](=O)[O-])cc2)n1C | -17.1 | 0.2 | 0.5 | 4.1
CC(NC(=O)C1CC1)c1nnc2n1CCN(C/C(Cl)=C/c1ccccc1)CC2 (centres undefined) | 7.0 | -0.1 | 0.3 | -10.7
O=C(CCCn1c(SCc2ccc([N+](=O)[O-])cc2)nc2ccsc2c1=O)NCc1ccc2c(c1)OCO2 | 7.9 | 0.0 | 0.1 | -5.7
CN(Cc1ccccc1)S(=O)(=O)c1ccc(C(=O)Nc2nc(-c3ccccn3)cs2)cc1 | 5.3 | 0.1 | 0.3 | 13.8
C=CCSc1nc(C)c(CC(=O)OCCCC)c(=O)[nH]1 | 2.8 | 0.0 | -0.8 | 6.5

Full records, looked up by structure. Order of values: TEAD-YAP inh | FBW7 act | GPR151 activ | MITF inh
O=C(c1cc(F)cc(F)c1)N1CCc2nc(N3CCCC3)[nH]c(=O)c2C1 as listed: -2.1 | 0.1 | 1.0 | 3.4
CCCN1CN=C(Nc2nc(C)c3cc(C)ccc3n2)NC1 as listed: -0.3 | 0.1 | -1.3 | -7.0
CC1CCN(CCn2c(=S)[nH]c3cc4c(cc3c2=O)OCO4)CC1 as listed: -3.4 | 0.0 | -0.5 | 1.2
CN(Cc1ccccc1)S(=O)(=O)c1ccc(C(=O)Nc2nc(-c3ccccn3)cs2)cc1 as listed: 5.3 | 0.1 | 0.3 | 13.8
CCOc1cc([N+](=O)[O-])cc(/C=C2/C(=O)NC(=O)N(C)C2=O)c1O as listed: 10.9 | -0.3 | 0.8 | 3.0

Sorted by count of non-hydrogen atoms (low to high): some entries from above.
SMILES | TEAD-YAP inh | FBW7 act | GPR151 activ | MITF inh
C=CCSc1nc(C)c(CC(=O)OCCCC)c(=O)[nH]1 | 2.8 | 0.0 | -0.8 | 6.5
CC(NC(=O)C1CC1)c1nnc2n1CCN(C/C(Cl)=C/c1ccccc1)CC2 (centres undefined) | 7.0 | -0.1 | 0.3 | -10.7
COc1ccccc1C(=O)N/C(=C/C=C/c1ccccc1)C(=O)Nc1ccc(C(C)=O)cc1 | 25.8 | 0.0 | 1.9 | -6.3
